HKDC1 inh: inhibitors of human hexokinase HKDC1; AID 493160; 340,000 compounds, 0.16% hits; inhibition, % at 20 µM; recombinant HKDC1, G6PDH/diaphorase resazurin coupled fluorescence;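 active = inhibition above about 35% when tested at 20 µM, limit read from the data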;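 also: plate controls were DMSO wells with enzyme for no effect and DMSO wells lacking enzyme for full effect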
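Test system: Recombinant HKDC1 (HK5) hexokinase enzyme, produced in-house | Input: HKDC1 at 5 µg/mL | Buffer or medium: Tris pH 8.0 buffer with MgCl2, Tween-20, BSA, BME | Schedule: 90 min reaction incubation at room temperature, dark | Technique: Resazurin-to-resorufin fluorescence via G6PDH and diaphorase coupling, 525/613 nm | Controls: DMSO wells with and without enzyme mix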
SENP6 block: SENP6 protease inhibition; Recombinant SENP6 catalytic domain, aminoluciferin luminescence; inhibition, % at 10 µM; Q9GZR1; 330,000 compounds, 1.8% hits;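 active = inhibition above about 50% at the single tested dose, limit read from the data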;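 also: plate controls were DMSO wells with enzyme for no effect and DMSO wells lacking enzyme for full effect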
Target sequence (Q9GZR1 628-1112 limits assumed): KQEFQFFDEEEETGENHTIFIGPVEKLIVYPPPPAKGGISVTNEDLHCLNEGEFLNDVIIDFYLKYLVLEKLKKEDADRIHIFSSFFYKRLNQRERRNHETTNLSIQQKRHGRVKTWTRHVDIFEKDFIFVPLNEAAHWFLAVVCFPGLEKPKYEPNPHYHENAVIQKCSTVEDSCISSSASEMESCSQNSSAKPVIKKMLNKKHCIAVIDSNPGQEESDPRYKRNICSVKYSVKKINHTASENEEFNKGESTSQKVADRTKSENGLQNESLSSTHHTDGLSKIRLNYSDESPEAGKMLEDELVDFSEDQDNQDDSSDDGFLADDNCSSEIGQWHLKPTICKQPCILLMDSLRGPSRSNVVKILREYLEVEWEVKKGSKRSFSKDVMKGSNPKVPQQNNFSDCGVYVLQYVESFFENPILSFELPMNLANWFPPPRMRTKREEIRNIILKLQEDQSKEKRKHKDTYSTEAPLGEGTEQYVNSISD
SENP7 block: inhibitors of human SENP7 protease | 330,000 compounds, 1.5% hits | recombinant SENP7, Z-RLRGG-aminoluciferin luminescence, 40 min | AID 434973 | inhibition, % at 5 µM | Q9BQF6;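 active = inhibition above about 50% at the single test dose, limit read from the data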;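 also: plate controls were DMSO with enzyme for no effect and no enzyme buffer wells for full effect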
Target sequence (Q9BQF6 706-1050 limits assumed): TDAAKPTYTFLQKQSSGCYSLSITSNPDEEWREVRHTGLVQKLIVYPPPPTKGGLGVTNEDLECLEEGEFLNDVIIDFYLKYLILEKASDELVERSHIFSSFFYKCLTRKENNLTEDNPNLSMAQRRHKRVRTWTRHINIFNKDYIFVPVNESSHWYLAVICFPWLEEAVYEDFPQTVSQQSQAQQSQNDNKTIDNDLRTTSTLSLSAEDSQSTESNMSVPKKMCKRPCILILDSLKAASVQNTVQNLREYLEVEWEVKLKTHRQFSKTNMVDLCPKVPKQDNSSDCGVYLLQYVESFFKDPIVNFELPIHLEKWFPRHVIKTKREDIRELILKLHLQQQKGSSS
SENP1 FRET inh: blocks the human SENP1 SUMO protease catalytic domain; Q9P0U3; recombinant SENP1 catalytic domain, CyPet-SUMO1-YPet FRET cleavage; 360,000 compounds, 0.21% hits; inhibition, % at 10 µM;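 active = inhibition at least 30% at 10 µM, raw YFP signal under a set limit, fluorescence ratio 0.5 to 1.5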;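 also: 0% = enzyme with DMSO and 100% = no enzyme wells; some results filed as inactive read as strong as hits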
Target sequence (Q9P0U3 419-644 limits assumed): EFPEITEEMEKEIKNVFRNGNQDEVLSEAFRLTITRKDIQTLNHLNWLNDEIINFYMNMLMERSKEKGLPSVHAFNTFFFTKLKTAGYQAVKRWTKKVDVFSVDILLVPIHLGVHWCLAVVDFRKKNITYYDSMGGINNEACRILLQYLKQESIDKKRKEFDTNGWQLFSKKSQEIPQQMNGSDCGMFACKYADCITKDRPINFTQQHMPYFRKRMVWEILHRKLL
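System: Recombinant human SENP1 catalytic domain, His6-tagged | Incubation: Enzyme reaction for 50 min at room temperature, dark | Medium: Tris pH 8 with BME, BSA, NP40 and catalase | Also added: 25 nM SUMO1 FRET substrate | Compound: 10 µM single point, 0.5% DMSO | Measured by: FRET fluorescence in CFP and YFP emission channels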
PfGluPho inh: PfG6PD (Plasmodium falciparum) enzyme inhibition; AID 504690; PfGluPho enzyme, NADPH resazurin-diaphorase fluorescence; inhibition, % at 20 µM; 350,000 compounds, 0.78% hits;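 active = inhibition reaching at least a set limit at 20 µM in the primary screen, cut at about 59% in these data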;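 also: 0% = DMSO wells with substrate and 100% = DMSO wells lacking glucose-6-phosphate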
Apaf1 inhib: blocks human Apaf-1 apoptosome activity; O14727; reconstituted apoptosome caspase-3 activity, DEVD-Rh110 fluorescence; inhibition, % at 20 µM; 330,000 compounds, 0.71% hits; AID 489030; active = inhibition of at least 40% at 20 µM;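 also: plate controls were DMSO wells for no effect and DEVD-CHO caspase inhibitor wells for full effect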
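System – cell-free apoptosome with Apaf-1, procaspase-3 and caspase-9 · Buffer or medium – pH 7.5 Hepes buffer with CHAPS, BSA, DTT · Also added – cytochrome c with DEVD-Rh110 · Times – 30 min compound preincubation, 50 min activation, room temperature · Technique – Rh110 fluorescence intensity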
SENP8 block-1: SENP8 protease inhibition; inhibition, % at 10 µM; purified SENP8, Z-RLRGG-aminoluciferin cleavage, luminescence; AID 2540; 330,000 compounds, 1.2% hits; Q96LD8; in the data active = inhibition above about 50%
SENP8 block-2: blocks human SENP8 cleavage of Nedd8 substrate | Q96LD8 | recombinant SENP8, Nedd8 substrate fluorescence | inhibition, % at 20 µM | 360,000 compounds, 0.64% hits | AID 602440; in the data active = inhibition mostly above about 40%, no sharp cut-off; inactive = mostly below about 27%
Active calls of the source: *. No enrichment for hits. Share with any hit: about 3.6%.

How did COc1ccc(NC(=O)/C(=C/c2cccs2)NC(=O)c2ccco2)cc1 do in these assays?
HKDC1 inh: -2; SENP6 block: -2; SENP7 block: 0; SENP1 FRET inh: -1; PfGluPho inh: 10; Apaf1 inhib: -3; SENP8 block-1: -3; SENP8 block-2: 4

What do the screens show for `O=C(COC(=O)c1ccc(Oc2ccccc2)cc1)Nc1nnc(-c2ccccc2)o1`?
HKDC1 inh: -4; SENP6 block: -19; SENP7 block: 3; SENP1 FRET inh: -5; PfGluPho inh: -21; Apaf1 inhib: 7; SENP8 block-1: 0; SENP8 block-2: 7

What do the screens show for `CCCc1cc2c(-c3ccccc3)cc(=O)oc2cc1OCc1ccc(C(=O)O)o1`?
HKDC1 inh: 3; SENP6 block: -9; SENP7 block: -4; SENP1 FRET inh: -6; PfGluPho inh: -36; Apaf1 inhib: 18; SENP8 block-1: 3; SENP8 block-2: -273

How did COc1ccc(N2CCN(C(=O)c3ccc4c(=O)n(CCc5ccc(OC)c(OC)c5)c(=O)[nH]c4c3)CC2)cc1 do in these assays?
HKDC1 inh: -1; SENP6 block: 2; SENP7 block: 14; SENP1 FRET inh: 1; PfGluPho inh: 15; Apaf1 inhib: 20; SENP8 block-1: 2; SENP8 block-2: 10

What do the screens show for `CCn1c(=O)c(C(=O)NCCc2ccc(Cl)cc2)c(O)c2ccccc21`?
HKDC1 inh: 4; SENP6 block: 19; SENP7 block: 5; SENP1 FRET inh: 1; PfGluPho inh: -9; Apaf1 inhib: 14; SENP8 block-1: -4; SENP8 block-2: 1

Results for COc1cccc(/C=N/NC(=O)Cn2cnc3c2c(=O)n(C)c(=O)n3C)c1OC ?
HKDC1 inh: -7; SENP6 block: -23; SENP7 block: -12; SENP1 FRET inh: 3; PfGluPho inh: 1; Apaf1 inhib: 1; SENP8 block-1: -2; SENP8 block-2: -91

Results for O=C1c2sc3nc4n(c(=O)c3c2CCC1Br)CCCCC4 (configuration not stated) ?
HKDC1 inh: 9; SENP6 block: 11; SENP7 block: -5; SENP1 FRET inh: -1; PfGluPho inh: 80*; Apaf1 inhib: 11; SENP8 block-1: -16; SENP8 block-2: -5

How did O=C(Oc1cc(-c2ccccc2)no1)c1ccc(Cl)cc1 do in these assays?
HKDC1 inh: -7; SENP6 block: -17; SENP7 block: -3; SENP1 FRET inh: 1; PfGluPho inh: -8; Apaf1 inhib: -1; SENP8 block-1: -6; SENP8 block-2: 9

How did FC(F)(F)c1cc(Oc2ccccc2)nc(-c2ccccn2)n1 do in these assays?
HKDC1 inh: -3; SENP6 block: 5; SENP7 block: 7; SENP1 FRET inh: 1; PfGluPho inh: 7; Apaf1 inhib: 8; SENP8 block-1: 2; SENP8 block-2: 11

What do the screens show for `Cc1nc(-c2ccccc2)nc(-c2ccccc2)n1`?
HKDC1 inh: 2; SENP6 block: -10; SENP7 block: 3; SENP1 FRET inh: 3; PfGluPho inh: 1; Apaf1 inhib: 11; SENP8 block-1: 0; SENP8 block-2: 8

Results for Cc1ccc2ccccc2[n+]1CCCS(=O)(=O)[O-] ?
HKDC1 inh: -1; SENP6 block: -11; SENP7 block: -4; SENP1 FRET inh: 0; PfGluPho inh: -1; Apaf1 inhib: 1; SENP8 block-1: -10; SENP8 block-2: -36

What do the screens show for `COC(=O)Cn1c2c(c3cc(C)ccc31)CCCC2`?
HKDC1 inh: -2; SENP6 block: 4; SENP7 block: 2; SENP1 FRET inh: -3; PfGluPho inh: -2; Apaf1 inhib: -1; SENP8 block-1: -2; SENP8 block-2: 5

What do the screens show for `Cc1ccc(C2C3C(=O)N(c4ccc(C)cc4)C(=O)C3N3CCCN23)cc1` (configuration not stated)?
HKDC1 inh: -5; SENP6 block: 1; SENP7 block: -2; SENP1 FRET inh: 1; PfGluPho inh: -12; Apaf1 inhib: -19; SENP8 block-1: 6; SENP8 block-2: 15

Results for O=C(O)c1cc(/C=N\O)ccc1OCc1ccccc1 ?
HKDC1 inh: -5; SENP6 block: -1; SENP7 block: -4; SENP1 FRET inh: 2; PfGluPho inh: 7; Apaf1 inhib: 3; SENP8 block-1: -3; SENP8 block-2: 26

Results for Cc1ccc(NC(=O)c2ncn(CC(=O)NCc3ccc4c(c3)OCO4)n2)cc1C ?
HKDC1 inh: -4; SENP7 block: -12; SENP1 FRET inh: 0; PfGluPho inh: 0; Apaf1 inhib: 22; SENP8 block-2: 7

What do the screens show for `F[B-](F)(F)c1cnc2ccccc2c1`?
HKDC1 inh: -7; SENP1 FRET inh: 1; PfGluPho inh: -1; SENP8 block-2: 9

How did COc1cc(/C=N/Nc2ccc(F)cc2F)cc(OC)c1OC do in these assays?
HKDC1 inh: -3; SENP6 block: -5; SENP7 block: 2; SENP1 FRET inh: 1; PfGluPho inh: 20; Apaf1 inhib: -3; SENP8 block-1: 4; SENP8 block-2: -14

Results for CC1CCCCN1C(=O)COC(=O)c1cc([N+](=O)[O-])ccc1N (configuration not stated) ?
HKDC1 inh: 3; SENP6 block: -1; SENP7 block: 1; SENP1 FRET inh: -1; PfGluPho inh: -3; Apaf1 inhib: 3; SENP8 block-1: 8; SENP8 block-2: 18

What do the screens show for `O=C1c2ccccc2C(O)N1c1ccccc1` (configuration not stated)?
HKDC1 inh: -8; SENP6 block: 10; SENP7 block: 2; SENP1 FRET inh: 1; PfGluPho inh: -16; Apaf1 inhib: 3; SENP8 block-1: 4; SENP8 block-2: 7

What do the screens show for `CCOc1ccc(N(CC(=O)Nc2cccc(N(C)S(C)(=O)=O)c2)S(=O)(=O)c2ccccc2)cc1`?
HKDC1 inh: -16; SENP6 block: -3; SENP7 block: -7; SENP1 FRET inh: 2; PfGluPho inh: 11; Apaf1 inhib: 0; SENP8 block-1: -4; SENP8 block-2: 14

How did COc1ccc2cc(C#N)c(SCC(=O)N3CCCC3)nc2c1 do in these assays?
HKDC1 inh: -7; SENP6 block: -13; SENP7 block: -3; SENP1 FRET inh: -27; PfGluPho inh: 19; Apaf1 inhib: -6; SENP8 block-1: 3; SENP8 block-2: -255

Results for CCOC(=O)c1c(C)[nH]c(C(=O)OCC(=O)N2CC(C)OC(C)C2)c1C (configuration not stated) ?
HKDC1 inh: -5; SENP6 block: -10; SENP7 block: -9; SENP1 FRET inh: 1; PfGluPho inh: -1; Apaf1 inhib: 4; SENP8 block-1: -5; SENP8 block-2: 31

What do the screens show for `CCN(CC)S(=O)(=O)c1c(OC)cc(C)c(Cl)c1C`?
HKDC1 inh: -7; SENP6 block: -6; SENP7 block: -7; SENP1 FRET inh: -1; PfGluPho inh: -5; Apaf1 inhib: 6; SENP8 block-1: -2; SENP8 block-2: 5

What do the screens show for `COc1ccc(CCNC(=O)CCC(=O)N2CC(C)Oc3ccc(Cl)cc32)cc1OC` (configuration not stated)?
HKDC1 inh: 0; SENP6 block: -15; SENP7 block: -18; SENP1 FRET inh: 2; PfGluPho inh: -8; Apaf1 inhib: 17; SENP8 block-1: -13; SENP8 block-2: 6

What do the screens show for `CC(C)C(C(=O)Nc1ccccc1F)N1C(=O)c2ccccc2C1=O` (configuration not stated)?
HKDC1 inh: 7; SENP6 block: -12; SENP7 block: 9; SENP1 FRET inh: 3; PfGluPho inh: 17; Apaf1 inhib: -10; SENP8 block-1: -5; SENP8 block-2: 21

Results for O=C(Nc1ccc2c(c1)C(=O)OC2)c1ccc(Cl)cc1Cl ?
HKDC1 inh: -5; SENP6 block: -9; SENP7 block: 2; SENP1 FRET inh: 2; PfGluPho inh: 6; Apaf1 inhib: 4; SENP8 block-1: -5; SENP8 block-2: -4

How did Cc1[nH]n(-c2ccccc2)c(=O)c1N=O do in these assays?
HKDC1 inh: -7; SENP6 block: 0; SENP7 block: 5; SENP1 FRET inh: 3; PfGluPho inh: 6; Apaf1 inhib: 18; SENP8 block-1: 15; SENP8 block-2: 29

How did C=CCOC(=O)C1=C[C@H](c2csc3ccccc23)C[C@H](OCCCCO)O1 do in these assays?
HKDC1 inh: 6; SENP6 block: 11; SENP7 block: -7; SENP1 FRET inh: -19; PfGluPho inh: 5; Apaf1 inhib: 11; SENP8 block-1: -1; SENP8 block-2: -8

How did Cc1nn(C(=O)c2nn(C)cc2Cl)c(C)c1Br do in these assays?
HKDC1 inh: 12; SENP6 block: -14; SENP7 block: 0; SENP1 FRET inh: -2; PfGluPho inh: 7; Apaf1 inhib: 2; SENP8 block-1: -13; SENP8 block-2: 13

Results for CC(C)OC(=O)/C(=C\c1cccc2ccccc12)NC(=O)c1ccccc1 ?
HKDC1 inh: 6; SENP6 block: 3; SENP7 block: -6; SENP1 FRET inh: 2; PfGluPho inh: 12; Apaf1 inhib: -1; SENP8 block-1: -6; SENP8 block-2: -5

The list goes on; the last three above are carried over.
How did C=CCOC(=O)C1=C[C@H](c2csc3ccccc23)C[C@H](OCCCCO)O1 do in these assays?
HKDC1 inh: 6; SENP6 block: 11; SENP7 block: -7; SENP1 FRET inh: -19; PfGluPho inh: 5; Apaf1 inhib: 11; SENP8 block-1: -1; SENP8 block-2: -8

How did Cc1nn(C(=O)c2nn(C)cc2Cl)c(C)c1Br do in these assays?
HKDC1 inh: 12; SENP6 block: -14; SENP7 block: 0; SENP1 FRET inh: -2; PfGluPho inh: 7; Apaf1 inhib: 2; SENP8 block-1: -13; SENP8 block-2: 13

Results for CC(C)OC(=O)/C(=C\c1cccc2ccccc12)NC(=O)c1ccccc1 ?
HKDC1 inh: 6; SENP6 block: 3; SENP7 block: -6; SENP1 FRET inh: 2; PfGluPho inh: 12; Apaf1 inhib: -1; SENP8 block-1: -6; SENP8 block-2: -5

What do the screens show for `CC(CNC(=O)c1ccc2c(c1)OCO2)c1ccc([N+](=O)[O-])cc1` (configuration not stated)?
HKDC1 inh: 7; SENP6 block: 3; SENP7 block: -1; SENP1 FRET inh: 0; PfGluPho inh: 0; Apaf1 inhib: -7; SENP8 block-1: -4; SENP8 block-2: 12

What do the screens show for `CC(=O)Nc1ccc(S(=O)(=O)N2CCSc3ccccc32)cc1`?
HKDC1 inh: 2; SENP6 block: -13; SENP7 block: -4; SENP1 FRET inh: -1; PfGluPho inh: 1; Apaf1 inhib: 13; SENP8 block-1: -13; SENP8 block-2: 4

Results for OC(COCC(F)(F)C(F)(F)C(F)(F)C(F)F)Cn1c2ccc(Cl)cc2c2cc(Cl)ccc21 (configuration not stated) ?
HKDC1 inh: 10; SENP6 block: -11; SENP7 block: 2; SENP1 FRET inh: 0; PfGluPho inh: 25; Apaf1 inhib: -1; SENP8 block-1: -3; SENP8 block-2: 9

What do the screens show for `CC1(C)CC(=O)C([N+](=O)[O-])=C(NCCCO)C1`?
HKDC1 inh: 4; SENP6 block: -1; SENP7 block: 3; SENP1 FRET inh: 1; PfGluPho inh: -15; Apaf1 inhib: -2; SENP8 block-1: -1; SENP8 block-2: 4

What do the screens show for `Cc1nc2ccccc2c2oc(C(=O)NCC3COc4ccccc4O3)cc12` (configuration not stated)?
HKDC1 inh: 3; SENP6 block: -4; SENP7 block: 6; SENP1 FRET inh: 0; PfGluPho inh: 25; Apaf1 inhib: 8; SENP8 block-1: -5; SENP8 block-2: 1

Results for COC(=O)Cc1ccc(NC(=O)c2ccc3c(c2)C(=O)N(CC2CCCO2)C3=O)cc1 (configuration not stated) ?
HKDC1 inh: -8; SENP6 block: -13; SENP7 block: -5; SENP1 FRET inh: -1; PfGluPho inh: 12; Apaf1 inhib: -14; SENP8 block-1: -1; SENP8 block-2: 13

Screens (PubChem BioAssay)
